Screens deposited in PubChem by Sanford-Burnham Center for Chemical Genomics.
HKDC1 inhibitor – blocks human hexokinase HKDC1 activity; Q2TB90; recombinant HKDC1, G6PDH/diaphorase resazurin coupled fluorescence; inhibition, % at 20 µM; 0.16% of 340,000 active; AID 493160;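 active means inhibition above about 35% when tested at 20 µM, limit read from the data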;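 further: plate controls were DMSO wells with enzyme for no effect and DMSO wells lacking enzyme for full effect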
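Test system: recombinant HKDC1 (HK5) hexokinase enzyme, produced in-house; Amount: enzyme 5 µg/mL final; Buffer or medium: Tris pH 8.0 buffer with MgCl2, Tween-20, BSA, BME; Reagent: glucose and ATP substrates; Doses: 20 µM test compound, 1% DMSO; Incubation: 90 min reaction incubation at room temperature, dark; Detection: resorufin fluorescence at 613 nm.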
ATG4B inh – blocks human ATG4B protease cleavage of LC3 substrate | Q9Y4P1 | ATG4B cleavage of LC3-PLA2, NBD-HPC fluorescence, 1 h | inhibition, % at 8.33 µM | 0.51% of 340,000 active; in the data active means inhibition above about 40%
Target sequence (Q9Y4P1 whole entry, looked up): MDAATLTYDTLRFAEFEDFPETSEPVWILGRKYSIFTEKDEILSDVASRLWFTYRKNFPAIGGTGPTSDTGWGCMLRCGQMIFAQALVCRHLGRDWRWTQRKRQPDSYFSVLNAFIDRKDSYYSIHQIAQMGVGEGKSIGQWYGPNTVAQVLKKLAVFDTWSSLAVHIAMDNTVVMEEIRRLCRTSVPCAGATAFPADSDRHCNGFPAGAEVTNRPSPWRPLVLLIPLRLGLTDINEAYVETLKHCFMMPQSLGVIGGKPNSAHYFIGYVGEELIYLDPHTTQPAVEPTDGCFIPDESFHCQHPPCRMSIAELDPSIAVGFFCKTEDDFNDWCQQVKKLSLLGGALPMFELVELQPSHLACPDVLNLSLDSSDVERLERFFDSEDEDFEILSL
MPTP inh – blocks calcium-induced mitochondrial swelling; isolated mouse mitochondria, Ca2+ swelling absorbance, 30 min; inhibition, % at 10 µM; 1.4% of 360,000 active; AID 602449;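 active means inhibition of 50% or more, scaled per plate between neutral and stimulator controls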;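 further: 0% = DMSO wells given calcium and 100% = 1 mM EGTA wells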
PfG6PD inh – PfG6PD (Plasmodium falciparum) enzyme inhibition; inhibition, % at 20 µM; PfGluPho enzyme, NADPH resazurin-diaphorase fluorescence; 0.78% of 350,000 active; AID 504690;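 active means inhibition reaching at least a set limit at 20 µM in the primary screen, cut at about 59% in these data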;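 further: 0% = DMSO wells with substrate and 100% = DMSO wells lacking glucose-6-phosphate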
SENP8 block – SENP8 (human) protease inhibition. recombinant SENP8, Nedd8 substrate fluorescence. inhibition, % at 20 µM. 0.64% of 360,000 active; in the data active means inhibition mostly above about 40%, no sharp cut-off; inactive means mostly below about 27%
Target sequence (Q96LD8 whole entry, looked up): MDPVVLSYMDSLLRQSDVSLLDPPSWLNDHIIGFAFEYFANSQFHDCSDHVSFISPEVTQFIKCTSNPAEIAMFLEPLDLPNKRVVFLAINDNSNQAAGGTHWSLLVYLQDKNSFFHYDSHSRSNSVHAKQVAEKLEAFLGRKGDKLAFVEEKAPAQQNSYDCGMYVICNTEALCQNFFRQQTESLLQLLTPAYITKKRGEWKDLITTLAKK
SENP7 inh – blocks the human protease SENP7; 1.5% of 330,000 active; recombinant SENP7, Z-RLRGG-aminoluciferin luminescence, 40 min; inhibition, % at 5 µM;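 active means inhibition above about 50% at the single test dose, limit read from the data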;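 further: plate controls were DMSO with enzyme for no effect and no enzyme buffer wells for full effect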
Target sequence (Q9BQF6 706-1050 limits assumed): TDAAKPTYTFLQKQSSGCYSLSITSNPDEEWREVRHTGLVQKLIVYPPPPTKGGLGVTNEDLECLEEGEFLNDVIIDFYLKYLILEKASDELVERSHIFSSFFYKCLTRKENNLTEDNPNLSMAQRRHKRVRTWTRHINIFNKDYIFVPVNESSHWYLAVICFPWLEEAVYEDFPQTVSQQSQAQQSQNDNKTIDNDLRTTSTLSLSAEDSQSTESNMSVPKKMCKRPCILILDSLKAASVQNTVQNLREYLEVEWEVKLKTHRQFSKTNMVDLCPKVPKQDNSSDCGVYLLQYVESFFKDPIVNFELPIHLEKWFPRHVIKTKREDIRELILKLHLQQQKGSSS
SENP6 block – inhibitors of human SENP6 protease. Q9GZR1. Recombinant SENP6 catalytic domain, aminoluciferin luminescence. inhibition, % at 10 µM. 1.8% of 330,000 active. AID 2599;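 active means inhibition above about 50% at the single tested dose, limit read from the data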;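 further: plate controls were DMSO wells with enzyme for no effect and DMSO wells lacking enzyme for full effect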
GRIN3A LBD mod – NR3A (human) ligand-binding domain modulation; NR3A LBD differential scanning fluorimetry, Tm shift; 0% = protein alone, 100% = glycine-bound protein; Tm shift relative to glycine control, % at 25 µM; 2.5% of 340,000 active; AID 1259313;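 active means melting temperature shift of at least 10% of the positive control shift, at one fixed dose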
Starred values were filed as active, the others as inactive; · = not tested or not shown.

SMILES	HKDC1 inhibitor	ATG4B inh	MPTP inh	PfG6PD inh	SENP8 block	SENP7 inh	SENP6 block	GRIN3A LBD mod
COCCNC(=O)Cn1nc(C(F)(F)F)cc1C	-8	-7	0.0	6	11	1	-12	-1
COc1ccccc1C(=O)NNC(=O)c1nn(Cc2ccccc2)c(=O)c2ccccc12	1	-8	-1.7	-6	18	-2	-19	-1
CCOC(=O)C(C)/C(C)=N/NC(=O)CCC(=O)Nc1cc(C)ccc1C (configuration not stated)	-11	-5	-1.0	2	9	-1	-16	-3
CNC(=S)Nc1cc(OC)ccc1OC	0	2	0.1	31	14	0	-19	1
Cc1ccc(Cl)cc1N1CCN(C(=O)C2CCN(S(=O)(=O)c3c(C)nn(C)c3C)CC2)CC1	0	-13	1.5	-1	27	1	-14	-4
O=C1C2C3C=CC(C2C(=O)N1CCO)C1C(=O)N(CCO)C(=O)C31 (configuration not stated)	-2	-7	-0.3	3	28	5	-3	-1
Nc1cc(=O)[nH]c(SCC(=O)Nc2nnc(-c3ccccc3)s2)n1	-1	-14	2.3	0	-49	-4	-7	-1
CCOC(=O)CNC(=O)c1sc2nc(C)cc(C)c2c1N	-3	-1	-2.9	13	-465	5	-6	1
NC(=O)c1ccc(NC(=O)COC(=O)CCc2ccc(S(=O)(=O)N3CCCCC3)cc2)cc1	1	-9	7.1	3	13	-3	12	0
Cc1ccc(NC(=O)C(C)S)cc1 (configuration not stated)	0	-3	-0.4	-19	2	·	·	-5
N#C/C(C(=O)NCc1ccco1)=C1/SC(Cc2ccc(Cl)cc2)C(=O)N1c1ccccc1 (configuration not stated)	0	-2	1.1	-15	9	10	-4	-4
NC(=S)c1ccc[n+]([O-])c1	-4	-11	0.2	50	7	·	·	-1
CCOc1ccccc1NC(=O)NCc1ccc(F)cc1	-10	25	3.1	-8	1	0	6	1
O=C1OCC2=C1C(c1ccc3c(c1)OCO3)c1cc3c(cc1O2)OCO3 (configuration not stated)	-4	0	-0.3	-4	12	·	·	0
CN1CCC2(CC1)N=C(c1ccc(F)cc1)C(=S)N2C(=O)c1ccccc1	6	4	1.1	48	55*	2	19	-4
O=C(c1ccc(OC2CCN(Cc3ccccn3)CC2)cc1)N1CCCCCC1	-4	-1	11	-3	21	12	-5	1
COc1cccc(NC(=O)c2cccnc2)c1	0	-6	0.0	-3	11	-3	-8	-1
NC(=O)C1CCN(C(=O)COc2ccc3c4c(c(=O)oc3c2)CCCC4)CC1	0	-13	-3.2	4	-168	1	-8	0
FC(F)Sc1ccc(NC(=S)NC2CCCC2)cc1	-3	-13	95*	-1	18	-5	19	1
COc1ccc2[nH]c(C)c(C(=O)CN3CCN(C/C=C/c4ccccc4)CC3)c2c1	7	-22	-0.3	12	15	-2	9	-2
CC(=O)c1cccc(S(=O)(=O)N2CCC(C(=O)N(C)Cc3ccc(Cl)s3)CC2)c1	-1	-11	0.5	0	11	-8	-15	0
O=C1OCCN1C(=O)[C@H]1[C@H](c2ccc(F)cc2)C(c2ccccc2)=NN1c1ccccc1	-1	8	2.5	13	-378	1	·	-5
Cc1nc2nc(SCC(=O)NCCCN3CCCCCC3)nn2c(C)c1Cc1ccccc1Cl	5	-2	-2.3	10	12	0	1	-6
Cc1cccc(N2CCN(Cc3cnc(Cl)s3)CC2C)c1 (configuration not stated)	3	-8	-1.8	-2	6	-8	-15	1
COc1ccc(N2CCn3c2nc2c3c(=O)n(CCCc3ccccc3)c(=O)n2C)c(OC)c1	15	0	49	8	-1	-6	-6	-2
(listing goes on)
SMILES	HKDC1 inhibitor	ATG4B inh	MPTP inh	PfG6PD inh	SENP8 block	SENP7 inh	SENP6 block	GRIN3A LBD mod
O=C(c1ccc(=O)oc1)N1CCCc2ccccc21	4	6	-0.6	3	-358	3	9	2
CCOC(=O)N1CCN(S(=O)(=O)c2ccc3c(c2)oc(=O)n3C)CC1	-14	4	1.7	-6	22	4	-7	0
CN(CC(=O)Nc1ccncc1)S(=O)(=O)c1ccc(Br)cc1	-6	-7	-0.6	-12	8	-10	0	0
COc1ccc(-n2c(SCC(N)=O)nnc2-c2ccccc2F)cc1	0	2	2.5	-12	7	-5	0	-1
COc1ccc(C(C)(C)C)cc1NC(=O)c1ccc2ncsc2c1	4	2	25	8	2	-3	-7	0
CCOc1ccc(C2C(C(=O)c3ccco3)=C(O)C(=O)N2CCCn2ccnc2)cc1 (configuration not stated)	-2	0	-1.4	14	12	·	·	0
CC(=O)NC(=S)Nc1ccc(-c2nc3ccc(C)cc3s2)cc1	0	-3	-0.3	6	-290	12	3	-3
Cc1ccc(NC(=O)/C(C#N)=C/c2cccs2)c(C)c1	-6	-3	-0.4	-2	29	11	-2	-2
Cc1cccc(C(C)C)c1NC(=O)c1ccc(CN(c2ccccc2)S(=O)(=O)c2ccccc2)cc1	-4	7	0.5	-20	2	2	2	0
CCN(CC)CCNC(=O)c1sc2ncn(CC(=O)Nc3ccc(C)c(Cl)c3)c(=O)c2c1C	-9	-23	3.6	1	11	-3	-9	-3
COCc1[nH]nc2c1C(c1c(F)cccc1Cl)C(C#N)=C(N)O2 (configuration not stated)	-3	-3	-1.4	46	10	-5	-14	6
Cc1c(Cl)cccc1NC(=O)CC1Sc2ccccc2NC1=O (configuration not stated)	-5	5	1.1	6	16	-1	2	10*
COc1ccc(N(CC(=O)Nc2ccccc2C(=O)N2CCCC2)S(=O)(=O)c2ccccc2)cc1	3	7	-1.8	-4	-1	5	7	0
CCC1(C)Cc2c(C#N)c(N)n(-c3ccccc3)c(=S)c2CO1 (configuration not stated)	1	-2	1.1	40	-124	-1	-4	0
O=C(CSc1nnc(-c2ccc(Cl)cc2)n1-c1ccc(Cl)cc1)N/N=C/c1ccco1	-4	-8	1.7	5	-2	-5	-10	-8
c1coc(CNC2CCCCC2)c1	0	-6	1.6	-11	16	2	-7	0
O=C1Nc2c(c(=O)[nH]c(=O)n2-c2ccccc2F)C(C(F)(F)F)(C(F)(F)F)N1	-1	-5	0.1	-12	18	4	8	1
O=C(NCc1ccc(F)cc1)C(=O)NCC1OCCN1S(=O)(=O)c1cccs1 (configuration not stated)	-4	-18	-1.2	-1	-7	-1	-22	-2
O=C(c1ccc(F)cc1)N1C2CCC1CC(O)(c1ccc(F)cc1)C2 (configuration not stated)	0	0	-0.7	-6	20	0	-2	-1
Cc1ccc(Cn2cc(SCC(=O)Nc3nccs3)c3ccccc32)cc1	-3	-2	0.3	6	22	4	-2	0
CC(C)(C)[C@@H]1C=C(C(N)=O)O[C@H](OCc2ccc(CO)cc2)C1	0	-7	4.5	-16	10	0	2	-1
Cc1cc(C)c(C#N)c(Cl)n1	14	-8	1.3	4	9	10	-8	0
COc1ccc(-c2ncn(CCC#N)c2[N+](=O)[O-])cc1	-5	-6	2.0	8	6	-2	3	-18
COc1ccc(OCC(=O)Nc2nnc(S(=O)(=O)N3CCCCCC3)s2)cc1	1	1	1.8	-43	7	4	6	0
COc1ccc2cc3cc(C(=O)Nc4ccc5c(c4)OCCO5)oc3nc2c1	8	-8	1.9	-3	-85	-3	2	26*

7 structures from above, ordered by formula weight, ascending:
SMILES	HKDC1 inhibitor	ATG4B inh	MPTP inh	PfG6PD inh	SENP8 block	SENP7 inh	SENP6 block	GRIN3A LBD mod
c1coc(CNC2CCCCC2)c1	0	-6	1.6	-11	16	2	-7	0
CCC1(C)Cc2c(C#N)c(N)n(-c3ccccc3)c(=S)c2CO1 (configuration not stated)	1	-2	1.1	40	-124	-1	-4	0
COCc1[nH]nc2c1C(c1c(F)cccc1Cl)C(C#N)=C(N)O2 (configuration not stated)	-3	-3	-1.4	46	10	-5	-14	6
O=C(c1ccc(F)cc1)N1C2CCC1CC(O)(c1ccc(F)cc1)C2 (configuration not stated)	0	0	-0.7	-6	20	0	-2	-1
Cc1c(Cl)cccc1NC(=O)CC1Sc2ccccc2NC1=O (configuration not stated)	-5	5	1.1	6	16	-1	2	10*
Cc1ccc(Cn2cc(SCC(=O)Nc3nccs3)c3ccccc32)cc1	-3	-2	0.3	6	22	4	-2	0
COc1ccc(OCC(=O)Nc2nnc(S(=O)(=O)N3CCCCCC3)s2)cc1	1	1	1.8	-43	7	4	6	0

3 entries already listed, arranged by their value in GRIN3A LBD mod, rising:
canonical_smiles	GRIN3A LBD mod
COc1ccc(OCC(=O)Nc2nnc(S(=O)(=O)N3CCCCCC3)s2)cc1	0
O=C(c1ccc(=O)oc1)N1CCCc2ccccc21	2
COc1ccc2cc3cc(C(=O)Nc4ccc5c(c4)OCCO5)oc3nc2c1	26*

Continuation.
SMILES	HKDC1 inhibitor	ATG4B inh	MPTP inh	PfG6PD inh	SENP8 block	SENP7 inh	SENP6 block	GRIN3A LBD mod
COc1ccc(S(=O)(=O)N(C)C[C@H]2Oc3ccc(NC(=O)Cc4ccccc4)cc3C(=O)N([C@H](C)CO)C[C@@H]2C)cc1	-1	-2	-0.4	8	13	6	-7	-3
CC1CC(c2ccccc2)=Nc2ccccc2N1 (configuration not stated)	10	2	6.8	-3	-31	3	24	2
Cc1cc(NC(=O)CN2CCN(S(=O)(=O)c3ccc(Cl)cc3)CC2)no1	6	-3	0.3	3	20	6	-14	1
CN(Cc1ccco1)c1ncnc2ccc(-c3ccc4c(ccn4C)c3)cc12	-4	-6	0.9	5	-412	0	-1	-7
O=C(Nc1ccccc1N1CCN(C(=O)c2ccccc2)CC1)c1cc2ccccc2o1	8	2	-3.9	20	-1	4	-2	1
CCOc1ccc(-n2ccn(CC(=O)NCCc3ccccc3)c(=O)c2=O)cc1	-3	1	-1.9	-2	-20	1	3	8
S=C1NC[C@H](Cc2ccccc2)N1CC1CCN(CCCCc2ccccc2)CC1	-1	·	-0.1	25	10	·	·	1
Cc1cc2ncn(-c3ncnc4sc5c(c34)CCC(C)C5)c2cc1C (configuration not stated)	5	-2	-1.4	-18	-1	4	8	0
O=S(=O)(NCc1ccco1)c1cnc(Cl)c(Br)c1	-3	7	0.9	3	14	3	-6	-2
COc1ccccc1C1C(C#N)=C(N)Oc2c1c(-c1ccccc1)nn2-c1ccccc1 (configuration not stated)	2	12	44	3	-75	22	3	22*
O=C(COc1ccc([N+](=O)[O-])cc1)Nc1ccc2[nH]c(=O)[nH]c2c1	3	7	-1.4	13	6	-4	4	0
COc1ccc(N(C)S(=O)(=O)c2cccc(C(=O)OCC(=O)N3CC(C)CC(C)C3)c2)cc1 (configuration not stated)	6	-1	4.3	-5	1	3	9	0
O=C1c2ccccc2C2NC(=O)C3(CCCCC3)N12 (configuration not stated)	2	-8	0.1	-23	-3	-1	1	0
Cc1ccccc1C[n+]1cccc2ccccc21	2	-7	-1.5	12	12	1	-3	13*
Cc1ccccc1C(=O)N/N=C/c1ccsc1C	-2	-9	0.6	-8	2	-5	-5	0
CCc1nnc(NS(=O)(=O)c2ccc(NC(=O)/C=C/C(=O)O)cc2)s1	1	1	-1.2	-19	22	6	6	0
CSc1ccc(C(=O)C2CCCN(Cc3cccc4nccnc34)C2)cc1 (configuration not stated)	-9	11	2.5	5	13	5	0	-1
CCOC(=O)c1cc(C)n(Cc2ccccc2)c1C	8	0	4.3	-23	-204	-3	-9	-2
O=C(NCCc1ccccc1)c1ccc2nc(N3CCOCC3)sc2c1	1	-2	0.6	13	8	10	-2	-2
O=C(NC1CC1)C1=NOC(CNc2ncc(C(F)(F)F)cc2Cl)C1 (configuration not stated)	3	-3	0.6	-7	24	3	-4	-4
COc1ccc(C(=O)Nc2ccc(S(=O)(=O)N3CCCC3)cc2)c(OC)c1	-5	-11	4.0	7	-1	-5	5	-4
CCCS(=O)(=O)N1CCN(C(=O)c2cccs2)CC1	-11	4	-0.4	-2	13	-7	-2	-2
COc1ccc(-c2csc(NC(=O)CN3C(=O)C4CC=CCC4C3=O)n2)cc1OC (configuration not stated)	-7	-6	-1.0	10	-28	12	-13	-1
COc1ccc(NC(=O)C2CCCO2)cc1OC (configuration not stated)	-12	5	-2.3	-9	3	0	11	2
COc1ccc(-c2noc(N3CCC(C(=O)NCCCN4CCCCC4)CC3)n2)cc1	-3	-16	-1.1	16	7	13	-4	1
CN(Cc1c(C(=O)N/N=C/c2c(F)cccc2Cl)nnn1-c1nonc1N)c1ccccc1	0	-33	-0.8	29	16	6	4	14*
